Assay outcomes deposited in PubChem BioAssay by several laboratories.
PKA-R2B act – activators of PKA-R2B holoenzyme, primary screen, biochemical, fluorescence polarization, Cy5-IP20, human; PKA-R2B holoenzyme dissociation; R2B truncated from residue 108, S112A mutant; 0% DMSO only, 100% 113 µM cGMP; activation, % at 11.4 µM; hit rate 0.079% among 340,000;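 active = activation above a cutoff set at the mean over all compounds plus 3 SD, cut at about 18% in these data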;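 note: higher means more holoenzyme dissociation and a rise in polarization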
Tat export inh – E. coli Tat export inhibitors, primary screen, MC4100, TorA-mCherry reporter, fluorescence, single point; hit rate 0.036% among 340,000; AID 488895, 2010; inhibition, % at 10 µM;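 active = mean replicate inhibition at least 50% and at least half of replicates individually reaching 50%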;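 note: exported cargo escapes ClpAP degradation while cytoplasmic cargo is degraded and loses fluorescence; 0% = median of neutral control wells and 100% = median of NaSCN control wells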
AddAB inh – growth inhibition of E. coli expressing H. pylori AddAB, primary screen, AddAB inhibitor project, absorbance. inhibition, % at 11.9 µM. hit rate 0.29% among 330,000. AID 435030, 2010; in the data active = inhibition above about 12%;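 note: 0% = vehicle wells of infected cells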
phage Ecoli inh – growth loss of phage-infected E. coli, primary screen, RecBCD inhibitor project, absorbance, with phage, HTS; inhibition, % at 11.9 µM; hit rate 0.26% among 360,000; in the data active = inhibition above about 11%
Ecoli viability – E. coli V3065 growth inhibition, primary screen, counter-screen for AddAB inhibitor project, absorbance, OD600; 18 h; inhibition, % at 11.9 µM; hit rate 0.27% among 330,000; AID 449728, 2010;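 active = inhibition above the campaign's mean inhibition across all tested compounds plus 3 SD, cut at about 9.9% in these data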;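 note: uninfected addAB+ strain grown without phage in ampicillin broth; 0% = DMSO wells and 100% = ciprofloxacin 0.95 µg/ml wells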
HTR5A inv ctr – HTR5A inverse agonists in luminescence cell assay, primary screen, counter-screen for OPRM1-OPRD1 heterodimer inverse agonist project, full-deck HTS. hit rate 0.083% among 340,000. 5-hydroxytryptamine receptor 5A (Homo sapiens), P47898. inhibition, % at 9.3 µM. HTR5A cell line, inverse agonism. AID 504634, 2011; in the data active = inhibition mostly above about 23%, no sharp cut-off; inactive = mostly below about 18%;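 note: 0% = cells with DMSO and 100% = no-cell wells with DMSO; some compounds called inactive have numbers as strong as hits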
OPRM1-OPRD1 inv – inverse agonists of MOR-DOR heterodimerization, primary screen, cell-based, luminescence. cell-based MOR-DOR heterodimer luminescence, inverse agonism. Mu-type opioid receptor (Homo sapiens) + Delta-type opioid receptor (Homo sapiens), …. hit rate 0.21% among 340,000. inhibition, % at 9.3 µM. AID 504357, 2011; in the data active = inhibition above about 22%, passing the limit was not always enough;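 note: 0% = cells with DMSO and 100% = wells without cells with DMSO; values of inactives mirror those of a sister screen read the other way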
Target sequence (P35372 whole entry, looked up): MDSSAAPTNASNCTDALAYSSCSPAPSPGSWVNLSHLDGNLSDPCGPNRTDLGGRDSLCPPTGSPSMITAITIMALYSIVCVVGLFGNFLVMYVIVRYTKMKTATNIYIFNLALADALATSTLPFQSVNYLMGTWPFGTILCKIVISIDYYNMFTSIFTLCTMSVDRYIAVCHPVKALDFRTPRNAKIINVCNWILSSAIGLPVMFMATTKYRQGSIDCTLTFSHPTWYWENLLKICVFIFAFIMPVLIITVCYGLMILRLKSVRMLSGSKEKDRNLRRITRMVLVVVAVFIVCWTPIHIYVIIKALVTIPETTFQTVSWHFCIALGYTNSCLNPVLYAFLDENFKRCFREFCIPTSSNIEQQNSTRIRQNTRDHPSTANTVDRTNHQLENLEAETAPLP
Target sequence (P41143 whole entry, looked up): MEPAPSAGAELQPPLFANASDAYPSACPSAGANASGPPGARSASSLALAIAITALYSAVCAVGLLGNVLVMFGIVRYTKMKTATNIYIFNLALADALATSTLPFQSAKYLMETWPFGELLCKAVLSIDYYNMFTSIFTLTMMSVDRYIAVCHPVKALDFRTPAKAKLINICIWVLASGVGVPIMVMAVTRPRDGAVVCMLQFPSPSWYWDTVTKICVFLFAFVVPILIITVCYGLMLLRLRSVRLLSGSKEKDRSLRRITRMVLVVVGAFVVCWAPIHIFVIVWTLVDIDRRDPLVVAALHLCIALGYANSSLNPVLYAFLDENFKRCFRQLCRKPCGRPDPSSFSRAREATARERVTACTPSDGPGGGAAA
PKA-R1A activ – activators of PKA-R1A holoenzyme, primary screen, biochemical, fluorescence polarization, Cy5-IP20, bovine R1A, mouse PKAc. activation, % at 11.4 µM. cAMP-dependent protein kinase type I-alpha regulatory subunit (Bos taurus) + …. PKA-R1A dissociation; scaled: DMSO 0%, 113 µM cGMP 100%. hit rate 0.083% among 340,000;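 active = percent activation above the mean of all tested compounds plus 3 SD, cut at about 19% in these data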;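 note: higher means more PKAc released from R1A so a rise in polarization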
PfHsp90 yeast 2 – growth inhibition of PfHsp90-expressing yeast, primary screen, antimalarial PfHsp90 inhibitor project, S. cerevisiae, BacTiter-Glo luminescence, single point, set 2 | BacTiter-Glo ATP, 48 h; yeast lacking PDR1 and PDR3 efflux regulators | inhibition, % at 9.4 µM | hit rate 0.32% among 310,000 | AID 504621, 2011;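 active = every replicate shows inhibition above about 80%, whatever the replicate mean, limit read from the data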;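 note: 0% = DMSO neutral controls and 100% = 20 µM radicicol positive controls; yeast relying on Plasmodium falciparum Hsp90 in place of its own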
Mot1-301 SUMO – yeast Mot1-301 growth rescue at high temperature, primary screen, SUMOylation pathway inhibitor project, S. cerevisiae, ATP luminescence, 38.5C; S. cerevisiae Mot1-301 growth rescue; percent above DMSO median, 100 means doubled; growth rescue, % at 18.8 µM; hit rate 1% among 320,000;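 active = every valid replicate shows activation above 250% relative to neutral control wells; inactive = the rest, any valid replicate at or below 250%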;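 note: OY570 slx delta 5 strain wells were the positive control but not used for scaling; some compounds called inactive have numbers as strong as hits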
OPRM1-OPRD1 ag – agonists of OPRM1-OPRD1 heterodimerization, primary screen, cell-based, luminescence; cells; activation, % at 9.3 µM; hit rate 0.3% among 340,000; AID 504326, 2011; in the data active = activation above about 18%;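 note: 0% = vehicle-treated cells and 100% = reference agonist; values of inactives mirror those of a sister screen read the other way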
Numbers without * were called inactive; . = no result given.

1. Cc1ccc(NC(=O)Cn2ncc(Cl)c(Cl)c2=O)cc1S(=O)(=O)N1CCCCC1
2. Cc1cc(C(=O)COC(=O)CN(C)S(=O)(=O)c2ccc(Cl)cc2)c(C)n1CC1CCCO1 (stereo not drawn)
3. Cn1cc(C(=O)Nc2ccccn2)c(=O)c2ccccc21
4. CCC(CC)NC(=O)COC(=O)c1cc(SC)ccc1Cl
5. CCOC(=O)C(NC(=O)c1cccc(Cl)c1)(Nc1nnc(C)s1)C(F)(F)F (stereo not drawn)
6. CCCCOc1ccc(S(=O)(=O)NC(=O)NCc2ccc(OCCC)cc2)cc1
7. Cc1cc(=O)oc2c(C)c(OCC(=O)N(C)C)ccc12
8. CCOc1cc(Cl)c(S(=O)(=O)NCCCn2ccnc2)cc1Cl
9. O=C(Nc1nnc(CSCc2ccc(Cl)cc2)s1)c1cccc([N+](=O)[O-])c1
10. CCCCOC(=O)C(NC(=O)c1ccccc1)=C(C)C

assay / entry	1	2	3	4	5	6	7	8	9	10
PKA-R2B act	1	-5	5	.	-6	-7	9	6	-7	11
Tat export inh	1	12	-1	2	0	-1	1	0	0	8
AddAB inh	-0.3	0.5	.	2.9	4.5	2.5	3.4	-0.6	3.0	1.2
phage Ecoli inh	2.1	0.3	0.4	3.5	1.1	3.1	1.0	-0.9	4.0	-0.1
Ecoli viability	0.0	-0.7	.	-1.0	-2.4	1.1	4.3	4.5	1.6	-1.4
HTR5A inv ctr	4	-13	1	.	-24	-1	-7	-17	7	-5
OPRM1-OPRD1 inv	9	6	10	.	13	1	7	-5	2	2
PKA-R1A activ	-4	-10	7	.	-11	1	-10	4	-5	-1
PfHsp90 yeast 2	-1	-64	1	-20	-16	-36	-27	10	17	22
Mot1-301 SUMO	20	-6	.	5	-17	5	-1	356*	4	-7
OPRM1-OPRD1 ag	-2.2	-1.1	-2.1	.	-2.6	-0.2	-1.8	1.0	-0.3	-0.3

Structures from the list above that contain four or more nitrogen atoms (3):
1. Cc1ccc(NC(=O)Cn2ncc(Cl)c(Cl)c2=O)cc1S(=O)(=O)N1CCCCC1
5. CCOC(=O)C(NC(=O)c1cccc(Cl)c1)(Nc1nnc(C)s1)C(F)(F)F (stereo not drawn)
9. O=C(Nc1nnc(CSCc2ccc(Cl)cc2)s1)c1cccc([N+](=O)[O-])c1

assay / entry	1	5	9
PKA-R2B act	1	-6	-7
Tat export inh	1	0	0
AddAB inh	-0.3	4.5	3.0
phage Ecoli inh	2.1	1.1	4.0
Ecoli viability	0.0	-2.4	1.6
HTR5A inv ctr	4	-24	7
OPRM1-OPRD1 inv	9	13	2
PKA-R1A activ	-4	-11	-5
PfHsp90 yeast 2	-1	-16	17
Mot1-301 SUMO	20	-17	4
OPRM1-OPRD1 ag	-2.2	-2.6	-0.3

(further entries)
11. CCN1CCc2c(sc3c2c(NCc2ccco2)nc2nnnn23)C1
12. CCC1(c2ccc(F)cc2)NC(=O)N(CC(=O)NCC(=O)Nc2cccc(C)c2C)C1=O (stereo not drawn)
13. COc1ccc(NC(C)=O)cc1S(=O)(=O)NC1CCSc2ccccc21 (stereo not drawn)
14. O=C(Nc1ccncc1NC(=O)c1cccc([N+](=O)[O-])c1)c1cccc([N+](=O)[O-])c1
15. Cc1ccc(C(=O)NCCCN2CCOCC2)cc1N1CCCC1=O
16. Cc1csc2nc(O)c(C(=O)NCC3CCCO3)c(=O)n12 (stereo not drawn)
17. CCN(CC(=O)Nc1c(F)cccc1F)C(=O)CNC(=O)c1ccc2c(c1)OCO2
18. CC(OC(=O)c1ccc2c(c1)C(=O)N(Cc1ccncc1)C2=O)C(=O)Nc1cccc(Cl)c1Cl (stereo not drawn)
19. CC(C)(C)Nc1nc(Cl)nc(NC(C)(C)C)n1
20. CC1(C)CC2(CC(c3ccc(F)cc3)c3ccc(O)cc3O2)NC(=S)N1 (stereo not drawn)

assay / entry	11	12	13	14	15	16	17	18	19	20
PKA-R2B act	11	-7	0	-11	-9	-14	-8	13	-7	-5
Tat export inh	9	-4	-2	6	-7	14	-14	2	3	-2
AddAB inh	2.3	0.2	3.0	3.4	-1.9	2.5	7.6	-2.6	1.6	1.5
phage Ecoli inh	3.1	3.3	-0.4	1.7	0.9	-2.7	2.6	-0.1	1.4	2.9
Ecoli viability	0.4	1.3	0.1	-1.3	-1.4	-0.5	1.1	-2.2	-0.4	0.7
HTR5A inv ctr	-11	-14	6	-2	-23	-4	10	2	9	-1
OPRM1-OPRD1 inv	-1	10	1	2	16	4	22	-1	20	10
PKA-R1A activ	0	-20	5	-2	-2	-3	13	-1	-1	-6
PfHsp90 yeast 2	8	-1	3	8	4	.	-30	16	3	-1
Mot1-301 SUMO	-12	8	130	-11	10	11	-7	12	16	0
OPRM1-OPRD1 ag	0.2	-1.8	-0.1	-0.3	-2.7	-0.5	-4.3	0.1	-3.7	-2.0

21. COc1ccc(S(C)(=O)=O)cc1S(C)(=O)=O
22. COc1ccccc1N=C1SCC(=O)N1Cc1ccco1
23. O=C(Nc1cnc2ccccc2c1)c1ccco1
24. O=C1CCN(Cc2ccccc2)CCN1[C@H](COc1ccccc1)c1ccccc1
25. COCCN(C(=O)CSc1nnc(-c2ccco2)n1C)c1c(N)n(CC(C)C)c(=O)[nH]c1=O
26. OC(CN1CCN(c2ccccc2)CC1)c1ccc2c(c1)CCN2 (stereo not drawn)
27. CC(C)OCCCNC(=O)c1sc(=S)n(C)c1N
28. COc1ccc(C(=O)N=C2SC3CS(=O)(=O)CC3N2c2ccc(C(C)=O)cc2)cc1 (stereo not drawn)
29. O=C(OC1CCOC1=O)c1cc(Cl)ccc1[N+](=O)[O-] (stereo not drawn)
30. CC[C@@H](C)[C@H](NC(=O)Cc1c(C)c2cc3c(C)c(C)oc3c(C)c2oc1=O)C(=O)O

assay / entry	21	22	23	24	25	26	27	28	29	30
PKA-R2B act	-3	-6	-5	-8	-6	15	2	-6	-6	-7
Tat export inh	4	-1	5	14	-15	-15	-18	-3	-7	4
AddAB inh	2.1	1.6	0.3	3.2	3.1	-2.2	1.0	0.8	7.0	-0.8
phage Ecoli inh	0.7	-0.9	0.8	1.3	2.5	1.1	3.2	-0.6	0.1	-2.4
Ecoli viability	0.2	-1.3	1.6	-0.9	-0.9	-3.9	1.1	1.6	1.6	-1.6
HTR5A inv ctr	-14	-38	-21	-28	-8	3	-7	-3	10	10
OPRM1-OPRD1 inv	-6	19	11	-5	6	-2	20	17	1	11
PKA-R1A activ	-7	8	-3	-18	-2	-9	1	4	-12	9
PfHsp90 yeast 2	.	3	-6	-1	-14	2	-19	-22	-2	-17
Mot1-301 SUMO	2	-20	15	-24	-8	-21	4	6	-8	1
OPRM1-OPRD1 ag	1.1	-3.8	-1.9	0.9	-1.5	0.3	-3.3	-3.1	-0.2	-2.4

Mot1-301 SUMO: entries above that show a hit.
| no. | SMILES | PKA-R2B act | Tat export inh | phage Ecoli inh | OPRM1-OPRD1 inv | PKA-R1A activ | Mot1-301 SUMO | OPRM1-OPRD1 ag |
| --- | --- | --- | --- | --- | --- | --- | --- | --- |
| 8 | CCOc1cc(Cl)c(S(=O)(=O)NCCCn2ccnc2)cc1Cl | 6 | 0 | -0.9 | -5 | 4 | 356* | 1.0 |

Further results follow.
31. COc1ccccc1NC(=O)C(=O)NNC(=O)c1ccco1
32. COc1cccc(OC)c1C(=O)NC(=S)NCc1ccco1
33. Cc1nc2ccccn2c1-c1csc(Nc2cccc(C(=O)O)c2)n1
34. Cc1ccc(-c2nnc(N3CCN(S(C)(=O)=O)CC3)c3ccccc23)cc1
35. O=C(CSc1nc(-c2ccc(Cl)cc2)[nH]c(=O)n1)Nc1cccc(Cl)c1
36. COc1ccc(NC(=O)C2CC(=O)N(c3ccccc3C)C2)c(OC)c1 (stereo not drawn)
37. CC(=O)Nc1c2c(nn1-c1ccccc1C)CSC2
38. COc1ccc(NC(=O)CSc2nnc(CNc3ccc(C)cc3)n2C)cc1
39. Cc1ccc(NC(=O)CSc2nc3nn(-c4ccccc4)c(=O)c-3c3n2CCCCC3)cc1F

assay / entry	31	32	33	34	35	36	37	38	39
PKA-R2B act	-2	3	3	7	.	-3	-3	-2	4
Tat export inh	16	7	-5	1	-12	-5	-5	6	1
AddAB inh	-3.6	3.3	0.6	1.9	6.6	1.0	0.5	0.9	4.3
phage Ecoli inh	-1.4	0.8	1.1	2.2	-4.0	0.5	5.1	3.6	4.1
Ecoli viability	-2.1	1.4	3.0	-1.5	2.5	-2.9	-0.4	-1.6	2.2
HTR5A inv ctr	-4	-13	-9	28	.	10	-4	-2	-22
OPRM1-OPRD1 inv	17	-13	12	-14	.	14	20	19	9
PKA-R1A activ	-11	8	6	-4	.	-7	0	4	-6
PfHsp90 yeast 2	-8	-11	10	5	0	2	2	-2	-7
Mot1-301 SUMO	-19	-14	-11	-27	-12	2	26	-11	13
OPRM1-OPRD1 ag	-2.7	2.4	-2.7	2.4	.	-2.7	-3.8	-3.8	-2.2
